# MLL CXXC-DNA inh = inhibitors of human MLL CXXC domain-DNA interaction. MLL-CXXC / FITC-HOXA9 DNA fluorescence polarization. Potency, µM (highest dose often 115 µM), without a hit: at the highest dose activity change, negative = inhibition, actives largely listed as inhibitors. actives 0.037% (n = 290,000). AID 2662; active = well fitted inhibition curve with a large enough effect in the polarisation, with a control signal flat, not every such curve was filed as active; inconclusive = small, poorly fitted or top-dose-only effect, or effect the other way, or a change in a side signal; inactive = no such curve, though single readings can be large or run the other way; the % refers to the polarisation; also: potency is read from the fitted curve at half-maximal effect
#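 Fluorescence polarization: 7 uM MLL-CXXC (stock) preincubated 5 min with compounds, then 50 nM fluorescein-HOX-A9 DNA (stock) added; 30 min ambient. Buffer 50 mM Tris-HCl pH 7.5, 50 mM NaCl, 1 mM DTT, 0.05% BSA.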
# GALK inhibitor = galactokinase (human) inhibition; Purified GALK, Kinase-Glo residual ATP luminescence; Potency, µM (titrated, usually from 57.5 µM), without a hit: at the highest dose activity change, negative = inhibition, hits mostly inhibitors; actives 0.007% (n = 270,000); AID 1868; also: potency is read from the fitted curve at half-maximal effect; % is scaled to controls: 0 for no effect and ±100 for the full control effect
#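 ATP-depletion format; final 35 uM ATP, 100 uM D-galactose, 5 nM enzyme; pH 8.0 HEPES/Mg2+ buffer; 60 min RT; luminescence read 10 min after detection reagent.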
# Coupling enz = counter-screen for Giardia aldolase inhibitors: coupling enzyme system | actives 0.67% (n = 290,000) | coupling enzyme system counterscreen, AmpLite Red fluorescence | activity change, negative = inhibition, % at 58.2 µM, hits read low; in the data active = activity change below about -30%; also: % is scaled to controls: 0 for no effect and ±100 for the full control effect
#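 Counterscreen of the coupled detection system alone, without aldolase: glyceraldehyde-3-phosphate coupling enzymes plus AmpLite Red readout. Compounds at 57.5 uM final, 10 min RT preincubation, 20 min RT reaction, fluorescence 525/598 nm.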
# hERG WT inh = KCNH2 (human, wildtype) channel inhibition; Q12809; actives 0.37% (n = 340,000); U2OS, BacMam KCNH2, thallium flux FluxOr; active compounds read low; AID 720551; activity change, % at 1.84 µM;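 active = maximum activity change below -70%; inconclusive = maximum activity change between -70% and -50%; inactive = maximum activity change above -50%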; also: % is scaled to controls: 0 for no effect and ±100 for the full control effect
# Target sequence (Q12809 whole entry, looked up): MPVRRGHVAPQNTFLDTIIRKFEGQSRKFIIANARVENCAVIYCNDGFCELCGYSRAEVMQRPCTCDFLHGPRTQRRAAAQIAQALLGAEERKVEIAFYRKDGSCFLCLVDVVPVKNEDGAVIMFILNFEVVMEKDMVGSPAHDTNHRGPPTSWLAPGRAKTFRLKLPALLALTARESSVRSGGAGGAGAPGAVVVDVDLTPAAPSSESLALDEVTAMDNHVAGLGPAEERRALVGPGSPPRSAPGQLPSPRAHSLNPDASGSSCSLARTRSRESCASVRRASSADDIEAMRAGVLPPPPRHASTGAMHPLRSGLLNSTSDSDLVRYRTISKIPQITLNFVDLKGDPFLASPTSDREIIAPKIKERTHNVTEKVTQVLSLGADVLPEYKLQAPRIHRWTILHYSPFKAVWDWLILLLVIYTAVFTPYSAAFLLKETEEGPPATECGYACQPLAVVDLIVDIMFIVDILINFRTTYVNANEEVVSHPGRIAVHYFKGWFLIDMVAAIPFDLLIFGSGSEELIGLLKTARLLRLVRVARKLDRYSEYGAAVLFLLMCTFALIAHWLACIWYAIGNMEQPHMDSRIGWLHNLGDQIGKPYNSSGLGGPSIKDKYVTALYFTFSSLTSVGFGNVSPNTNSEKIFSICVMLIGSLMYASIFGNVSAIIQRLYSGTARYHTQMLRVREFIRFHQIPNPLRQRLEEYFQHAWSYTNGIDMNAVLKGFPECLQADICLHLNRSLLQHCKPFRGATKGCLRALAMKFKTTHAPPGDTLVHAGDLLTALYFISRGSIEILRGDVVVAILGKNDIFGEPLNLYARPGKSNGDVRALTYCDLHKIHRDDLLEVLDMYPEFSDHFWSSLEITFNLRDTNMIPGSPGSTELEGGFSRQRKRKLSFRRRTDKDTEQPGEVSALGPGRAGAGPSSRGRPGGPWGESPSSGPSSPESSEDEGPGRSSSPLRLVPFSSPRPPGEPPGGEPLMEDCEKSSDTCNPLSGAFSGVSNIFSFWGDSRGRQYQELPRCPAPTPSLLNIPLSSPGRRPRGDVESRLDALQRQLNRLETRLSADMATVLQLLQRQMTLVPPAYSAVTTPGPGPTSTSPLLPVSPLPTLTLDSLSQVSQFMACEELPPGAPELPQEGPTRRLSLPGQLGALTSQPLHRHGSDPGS
#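 U2OS cells were transduced with wild-type KCNH2 virus (2.03 x 10^8 / mL) for 4 h at room temperature, then cultured overnight at 37 C. Thallium flux was read with FluxOr dye. Rate constants were normalized to DMSO controls.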
# USP2a block = USP2a (human) protease inhibition. O75604. USP2 core, Ub-CHOP2 coupled fluorogenic reporter, 485/531. Potency, µM (top dose mostly 38.3 µM), without a hit: at the top dose activity change, negative = inhibition, usual class: inhibitors. actives 0.01% (n = 330,000). AID 463254;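 also: potency is read from the fitted curve at half-maximal effect; plate controls were DMSO wells for no effect and full inhibition by NEM control for full effect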
#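 Deubiquitinase activity read as fluorescence (485/531 nm) after Ub-CHOP2 cleavage activates the enterokinase reporter on its substrate; USP2 core 10nM, Ub-CHOP2 and substrate 25nM each, 30min compound preincubation then 60min RT; data normalized to NEM, curves fitted.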
# TRPV1 agonist = activates the human vanilloid receptor TRPV1 | Q8NER1 | TRPV1-expressing cells, Fluo-8 calcium influx, agonist mode | activation, % at 8.33 µM | actives 0.19% (n = 320,000); in the data active = activation above about 80%; inconclusive = between about 30% and that limit; also: 0% is about no effect
#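 Fluo-8 calcium influx in TRPV1-expressing cells, kinetic read (ex 480/em 520 nm). Compound added and read 3 min for agonist activity, followed by capsaicin at EC20 final and 2 min further read for enhancement.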
# KCNH2 3.1 block = blocks the human KCNH2 3.1 channel isoform. actives 0.95% (n = 340,000). activity change, % (tested at about 1.8 µM). U2OS KCNH2 3.1, thallium flux FluxOr; active compounds read low;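 active = maximum activity change below -70%; inconclusive = maximum activity change from -70% to -50%; inactive = maximum activity change above -50%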;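 also: thallium influx rate constant from kinetic fluorescence after stimulation buffer; % is scaled to controls: 0 for no effect and ±100 for the full control effect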
#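 U2OS cells transduced with KCNH2 3.1 mutant virus (1.77 x 10^8 /mL, 4 h), plated overnight at 37 C, loaded 45 min with FluxOr dye plus Red40 quencher. Thallium flux rate constant from kinetic reads after stimulation buffer, normalised to controls.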
# B2AR arrestin = recruits beta-arrestin to the human beta2-adrenergic receptor | actives 0.02% (n = 330,000) | Potency, µM (series often up to 46.1 µM), inactives show at the highest dose activation, actives largely listed as activators | beta-arrestin recruitment to beta2AR, cell-based reporter | AID 492947;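 also: potency is read from the fitted curve at half-maximal effect; 0% = DMSO controls and full agonism = EC100 isoproterenol or metaproterenol; nearly all actives have a fitted effect of over 65% in size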
# Menin MLL FP TR = displaces Texas Red mutant MLL peptide from human menin; O00255; Menin + Texas Red MLL mutant peptide, fluorescence polarization; Potency, µM (highest dose often 61.6 µM), for inactives: at the highest dose FP activity change, negative = inhibition, most hits filed as inhibitors; actives 0.23% (n = 270,000); AID 1768; active = well fitted inhibition curve with a large enough effect in the polarisation, with a control signal flat, not every such curve was filed as active; inconclusive = small, poorly fitted or top-dose-only effect, or effect the other way, or a change in a side signal; inactive = no such curve, though single readings can be large or run the other way; the % refers to the polarisation; also: potency is read from the fitted curve at half-maximal effect; % of control where 0% means no effect; many of its hits are not listed in these tables
# PKM2 activator = increases activity of human pyruvate kinase M2 | purified PKM2, Kinase-Glo ATP luminescence, activation; response scale: 0% is enzyme alone, no compound | Potency, µM (series often up to 57.5 µM), for the others: top-dose activation, hits mostly activators | actives 0.34% (n = 260,000); also: potency is read from the fitted curve at half-maximal effect; % is scaled to controls: 0 for no effect and ±100 for the full control effect; nearly all actives have a fitted effect of over 55% in size
#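 Purified hPK-M2 (>95% pure) converted ADP (0.1 mM final) to ATP with 0.5 mM PEP in 50 mM imidazole pH7.2, KCl, MgCl2, Tween 20, BSA; 1 h at room temperature. ATP detected by Kinase-Glo luminescence.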
# Giardia kill = kills Giardia lamblia | activity change, % at 7.66 µM, hits read low | actives 0.15% (n = 340,000) | Giardia lamblia trophozoite viability; in the data active = activity change below about -80%; inconclusive = between about -30% and that limit;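 also: parasites exposed to compound for two days anaerobically before the ATP read; % is scaled to controls: 0 for no effect and ±100 for the full control effect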
#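 Viability, read as ATP luminescence: trophozoites at 100 cells/well, compound added, 48 hrs anaerobic at 37 deg C, then 15-30 min room-temperature development before reading.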
# An asterisk follows results filed as active; u = inconclusive; x = no result given; & = joins results of further samples; [ ] = dose if it differs, or a comment. Unless noted, calls follow the shape of the dose curve; as a rule, active = well fitted curve in the direction sought with a large enough effect; inconclusive = small, poorly fitted or top-dose-only effect, or another doubt; inactive = no such curve, though single readings can be large; an effect the other way counts as inactive or inconclusive. The list is partial. The share of hits here may be higher or lower than overall.
# The first 5 entries, to show the layout:
SMILES,MLL CXXC-DNA inh,GALK inhibitor,Coupling enz,hERG WT inh,USP2a block,TRPV1 agonist,KCNH2 3.1 block,B2AR arrestin,Menin MLL FP TR,PKM2 activator,Giardia kill
CCOC(=O)c1[nH]c2cc3c(cc2c1NC(=O)CN1CCC2(CC1)OCCO2)OCO3,-1%,-6%,-3,4,1%,x,-10,0.0%,x,-2%,7
C[C@H](CO)N1C[C@H](C)[C@@H](CN(C)C(=O)Nc2ccc(F)cc2)Oc2ccc(NS(C)(=O)=O)cc2C1=O,x,x,x,2,6%,x,1,0.1%,x,x,-19
Cn1c(C(=O)NCCCN2CCN(c3ccccc3F)CC2)cc2c(=O)[nH]c3ccccc3c21,16%,0%,4,7,-1%,-1,7,0.1%,-15%,0%,6
O=C(c1cc(C2CC2)nn1-c1ccccc1)N1CCN(c2ccc(O)cc2)CC1,x,x,x,-4,-4%,-3,14,0.2%,x,x,26
CCN(CC)S(=O)(=O)c1cccc(-c2nnc(SCC(=O)NC)n2CCc2ccccc2)c1,0%,7%,0,6,1%,24,-4,0.3%,4%,-4%,-12

# This part in full, from the start:
SMILES,MLL CXXC-DNA inh,GALK inhibitor,Coupling enz,hERG WT inh,USP2a block,TRPV1 agonist,KCNH2 3.1 block,B2AR arrestin,Menin MLL FP TR,PKM2 activator,Giardia kill
CCOC(=O)c1[nH]c2cc3c(cc2c1NC(=O)CN1CCC2(CC1)OCCO2)OCO3,-1%,-6%,-3,4,1%,x,-10,0.0%,x,-2%,7
C[C@H](CO)N1C[C@H](C)[C@@H](CN(C)C(=O)Nc2ccc(F)cc2)Oc2ccc(NS(C)(=O)=O)cc2C1=O,x,x,x,2,6%,x,1,0.1%,x,x,-19
Cn1c(C(=O)NCCCN2CCN(c3ccccc3F)CC2)cc2c(=O)[nH]c3ccccc3c21,16%,0%,4,7,-1%,-1,7,0.1%,-15%,0%,6
O=C(c1cc(C2CC2)nn1-c1ccccc1)N1CCN(c2ccc(O)cc2)CC1,x,x,x,-4,-4%,-3,14,0.2%,x,x,26
CCN(CC)S(=O)(=O)c1cccc(-c2nnc(SCC(=O)NC)n2CCc2ccccc2)c1,0%,7%,0,6,1%,24,-4,0.3%,4%,-4%,-12
O=C(NC1CC1)C1CCN(S(=O)(=O)c2cc(Cl)ccc2Cl)CC1,-11%,-2%,1,-5,11%,3,12,0.0%,-1%,4%,-21
COc1cc(C(=O)NCC(c2ccccc2)N(C)C)ccc1OCC(=O)N1CCOCC1 (stereo not given),6%,-1%,2,6,1%,-4,5,0.4%,-16%,0%,-11
CCN1CCN(C(=O)NS(=O)(=O)c2ccc(C)cc2)CC1,-6%,-1%,0,5,-1%,-1,20,-0.4%,22%,x,-6
OCCSc1nc(-c2ccccc2)nc2c1CCC2,-1%,4%,3,-6,1%,10,13,-0.3%,7%,-1%,1
CCCN(CCC)CCNC(=O)c1cn(C)c(=O)c2c1c1ccccc1n2C,3%,-2%,1,1,0%,2,12,0.4%,-19%,x,13
Cn1c(SCC(=O)NNC(=O)Cc2ccccc2)nc2ccccc2c1=O,-7%,8%,5,x,3%,-3,-4,0.4%,-1%,-1%,33[activator]
CCOC(=O)c1c(NC(=O)C(=O)N/N=C(\C)c2ccc(OC)cc2)sc2c1CCCCC2,18%,1%,-1,-20,2%,0,-11,-0.7%,4%,9%,-15
CC1CC(C)(C)CC2(C1)NC(=O)N(CC(=O)NCCc1ccc3c(c1)OCCO3)C2=O (stereo not given),0%,12%,-1,23,-1%,4,0,-0.3%,3%,-2%,-13
COc1ccc(NC(=S)N(CCCN2CCCC(C)C2)Cc2cccs2)cc1 (stereo not given),4%,0%,0,2,1%,-1,-6,-0.9%,-24%,-4%,-1
CCS(=O)(=O)NCC(c1ccco1)N1CCN(c2ccccc2)CC1 (stereo not given),-3%,-1%,-2,56,5%,-1,18,-0.9%,-5%,-9%,-1
CC(C)CC(CC(C)C)=NNC(=O)c1ccc2c(c1)OCO2,-1%,-1%,-2,-5,1%,29,-20,0.2%,-16%,-1%,0
CC1CCN(S(=O)(=O)c2ccc3c4c2CC(=O)N4CC(C)S3)CC1 (stereo not given),-4%,-8%,-33*,-19,1%,11,-17,-0.1%,-28%,x,17
Cc1nc2c(o1)CCc1ccccc1C2N1CCN(C)CC1 (stereo not given),0%&2%,20%&6%,0&2,12&7&4,0%&1%,0&-2,16&-8&-12,-0.8%&-0.1%,4%&-10%,-1%&-16%,-6&-6&16
O=C(CN1C(=O)NC(Cc2ccccc2)C1=O)Nc1ccccc1 (stereo not given),2%,0%,4,8,-1%,-1,4,-0.7%,13%,-1%,-5
CCCCC(=O)Nc1ccc(N2CCN(S(C)(=O)=O)CC2)cc1,10%,0%,1,0,2%,-2,-4,-0.3%,8%,1%,6
COc1cc(OC)cc(C(=O)Nc2ccc(-n3cnnn3)c(C)c2)c1,6%,8%,-7,1,-2%,u,-9,-1.0%,6%,-36%,-4
O=C(NC1CC1)C1=C[C@@H](c2ccccc2)C[C@@H](OCCCCO)O1,-16%,3%,0,5,2%,-2,-22,0.1%,-5%,10%,11
CCN(CC(=O)NCc1cccs1)C(=O)c1cccc(S(=O)(=O)N2CC(C)OC(C)C2)c1 (stereo not given),x,x,x,-131*,4%,x,-156*,0.3%,x,x,12
COc1ccc(C(=O)Nc2ccc(N3CCN(C)CC3)cc2)cc1,21%,-3%,1,10,0%,3,-14,-0.8%,10%,1%,22
O=C(CCN1C(=O)/C(=C/c2ccc(F)cc2)SC1=S)NCCc1ccc(O)cc1,38%[activator],-4%,x,-8,1%,-1,24,-0.2%,x,x,-13
COc1ccc(C(C(=O)NCc2ccccc2)N(Cc2ccco2)C(=O)c2snc(C(N)=O)c2N)cc1 (stereo not given),-2%,7%,5,7,0%,6,-4,-1.0%,x,x,-13
CC(C)N(C(=O)COC(=O)c1ccc(Cl)c(S(N)(=O)=O)c1)C(C)C,4%,4%,0,6,-1%,-2,21,0.3%,4%,22%,-9
O=S(=O)(c1ccc(Cl)c(Cl)c1)c1snnc1-c1ccccc1,22%,0%,1,-3,0%,2,-3,-0.2%,4%,0%,3
CC(NC(=O)c1cccc(F)c1)C(c1cccs1)N1CCN(C)CC1 (stereo not given),6%,-1%,0,2,5%,0,x,0.9%,-5%,-1%,-2
Cc1noc(C)c1NC(=O)Nc1cccc2c1O[C@H](CN(C)S(C)(=O)=O)[C@@H](C)CN([C@H](C)CO)C2=O,x,x,x,-13,5%,x,17,-1.1%,x,x,3
CC(=O)N1CCCc2cc(S(=O)(=O)N3CCCC(C(=O)Nc4cc(C)ccc4C)C3)ccc21 (stereo not given),6%,6%,x,10,2%,2,27,-0.3%,x,x,7
Cc1ccc(Nc2nc(N)c([N+](=O)[O-])c(N3CCC(C)CC3)n2)cc1C,16%,-1%,0,-13,2%,3,6,-0.3%,-1%,-4%,11
COC(=O)Cc1c(C)nc2nc(NCc3cccc([N+](=O)[O-])c3)[nH]n2c1=O,5%,-4%,-2,21,1%,0,6,0.0%,11%,-2%,12
CC1=CC(C)C(C[N+]2(C)CCCCC2)C(C)C1 (stereo not given),10%,5%,1,-4,-2%,0,-10,-0.3%,-4%,-2%,10
CNC(=O)C(NC(=O)CNC(=O)c1ccc(Cl)cc1)C(C)(C)C (stereo not given),4%,4%,1,-3,4%,-3,24,-0.5%,0%,4%,13
O=C(N/N=C1\CCCc2c1[nH]c1ccc([N+](=O)[O-])cc21)c1ccncc1,-6%,-1%,6,x,0%,-10,x,-0.1%,-2%,9%,x
Cc1ccc2nc(-c3ccc(NC(=O)COC(=O)c4ccc([N+](=O)[O-])o4)cc3)sc2c1,4%,0%,2,-15,3%,-2,-4,-0.5%,u,-3%,-11
CCCCN(CCCC)CCNC(=O)CSCc1ccc(C)cc1,-2%,-1%,2,54,1%,17,-12,0.4%,u,8%,-5

# From PubChem
